RXFP1 ag: qHTS Assay for Agonists of the Relaxin Receptor RXFP1; Potency, µM (top dose mostly 57.5 µM), inactives show at the highest dose activation, actives largely listed as activators; Relaxin receptor 1 (Homo sapiens), Q9HBX9; AID 2676, 2010; HEK293T-RXFP1 cAMP TR-FRET, 30 min; response scale: percent of porcine relaxin response, buffer zero; actives 0.3% (n = 370,000); active = well fitted activation curve with a large enough effect; inconclusive = small, poorly fitted or top-dose-only effect; note: potency is the fitted concentration of half-maximal effect; % is set by controls: 0 for no effect and ±100 for the full control effect; nearly all actives have a fitted effect of over 60% in size; many of its hits are not listed in these tables
Target sequence (Q9HBX9 whole entry, looked up): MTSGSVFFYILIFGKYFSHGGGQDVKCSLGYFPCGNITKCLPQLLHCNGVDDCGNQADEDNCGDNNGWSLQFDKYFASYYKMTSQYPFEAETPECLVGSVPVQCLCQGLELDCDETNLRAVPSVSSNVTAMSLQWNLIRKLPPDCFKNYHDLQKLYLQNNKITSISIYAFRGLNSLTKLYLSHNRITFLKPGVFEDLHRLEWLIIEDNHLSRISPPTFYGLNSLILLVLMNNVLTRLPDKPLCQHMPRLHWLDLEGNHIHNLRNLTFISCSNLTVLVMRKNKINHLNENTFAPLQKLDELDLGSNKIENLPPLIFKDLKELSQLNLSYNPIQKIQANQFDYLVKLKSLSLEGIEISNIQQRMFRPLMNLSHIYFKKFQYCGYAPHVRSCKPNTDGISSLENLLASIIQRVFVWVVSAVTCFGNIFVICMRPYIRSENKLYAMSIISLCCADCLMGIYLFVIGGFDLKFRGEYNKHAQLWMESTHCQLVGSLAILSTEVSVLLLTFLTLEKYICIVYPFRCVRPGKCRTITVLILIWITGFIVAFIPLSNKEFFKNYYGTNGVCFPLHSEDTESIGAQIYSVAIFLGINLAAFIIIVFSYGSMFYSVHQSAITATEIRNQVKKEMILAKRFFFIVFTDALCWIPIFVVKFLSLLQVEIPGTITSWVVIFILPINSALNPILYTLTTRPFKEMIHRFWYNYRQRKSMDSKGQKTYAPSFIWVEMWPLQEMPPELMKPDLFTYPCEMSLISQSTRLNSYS
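HEK293 cells stably expressing RXFP1, treated 30 min at 37C with compounds plus PDE4 inhibitor Ro 20174; cAMP measured by HTRF TR-FRET. Normalized to buffer and 29 nM porcine relaxin; EC50 by Hill fit.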
D2 antagonist: HTS Assay for Allosteric Antagonists of the Human D2 Dopamine Receptor: Primary Screen for Antagonists; D(2) dopamine receptor (Homo sapiens), P14416; HEK293 TREx D2 cells, calcium flux, dopamine EC80; inhibition, % at 10 µM; actives 2% (n = 340,000); in the data active = inhibition above about 30%; note: 0% is about no effect
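Inhibition of EC80 dopamine-driven calcium flux, recorded kinetically, defines activity here; cells are a tetracycline-induced HEK293 T-REx line expressing force-coupled D2.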
RXFP1 antag: qHTS Assay for Antagonists of the Relaxin Receptor RXFP1; Relaxin receptor 1 (Homo sapiens), Q9HBX9; HEK293-RXFP1, relaxin-stimulated cAMP HTRF, 30 min; stronger effect = lower value; activity change, negative = inhibition, % at 57.5 µM; actives 0.59% (n = 350,000);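 active = activity change of -60% or lower, but not beyond a set lower limit; inconclusive = change between -60% and -40%, or beyond the set limit; inactive = change above -40%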; note: % is set by controls: 0 for no effect and ±100 for the full control effect
D2 PAM: HTS Assay for Positive Allosteric Modulators of the Human D2 Dopamine Receptor: Primary Screen for Potentiators. D(2) dopamine receptor (Homo sapiens), P14416. HEK293 T-REx D2, calcium flux, EC20 dopamine potentiation. potentiation, % at 10 µM. actives 0.34% (n = 340,000);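 active = potentiation over 3 SD above the plate norm, cut at about 30% in these data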; note: 0% is about no effect
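Calcium flux readout, no-wash dye, 1 read/s. Inducible HEK293 Trex D2 line, overnight 30 C. Compound alone 180 s (agonist flags), then EC20 dopamine, another 180 s to score potentiation.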
D2 agonist: HTS Assay for Allosteric Agonists of the Human D2 Dopamine Receptor: Primary Screen for Agonists. D(2) dopamine receptor (Homo sapiens), P14416. HEK293 T-REx D2 cells, calcium flux agonist mode. activation, % at 2 µM. actives 0.53% (n = 340,000). AID 485358, 2010;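 active = activation over 3 SD above normal in the single-dose calcium agonist read, cut at about 30% in these data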; note: 0% is about no effect
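Agonism scored from kinetic calcium signal (1 read/sec, 180 s) following compound pin transfer, after a 10 s baseline. Cells: HEK293 Trex line expressing inducible D2 receptor coupled to calcium, dye-loaded after overnight culture at 30 C.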
D1 antagonist: Antagonist of Human D 1 Dopamine Receptor: qHTS; D(1A) dopamine receptor (Homo sapiens), P21728; HEK293 TREx D1 cells, calcium flux, dopamine EC80; stronger effect = lower value; activity change, negative = inhibition, % at 10 µM; actives 3.2% (n = 360,000); AID 504652, 2011; in the data active = activity change below about -30%; note: % is set by controls: 0 for no effect and ±100 for the full control effect
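Cells carrying a force-coupled, tetracycline-inducible human D1 receptor report calcium flux. Each well gets a 10 s baseline, compound with 180 s monitoring, then an EC80 dopamine stimulus with a second 180 s kinetic read.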
D1 PAM: Potentiators of Human D1 Dopamine Receptor: qHTS; actives 0.036% (n = 360,000); potentiation, % at 10 µM; HEK293 TREx D1 cells, calcium flux, dopamine EC20 potentiation; D(1A) dopamine receptor (Homo sapiens), P21728; in the data active = potentiation above about 30%; note: 0% is about no effect
D1 agonist: Allosteric Agonists of the Human D1 Dopamine Receptor: qHTS; D(1A) dopamine receptor (Homo sapiens), P21728; HEK293 T-REx D1 cells, calcium flux, agonist mode; activation, % at 2 µM; actives 1% (n = 360,000); AID 504660, 2011; in the data active = activation above about 30%; note: 0% is about no effect
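Tetracycline-induced HEK293 TREx D1 cells, force-coupled to calcium signalling, were dye-loaded with a no-wash calcium kit. Compound was pin-added after a 10 s baseline. Fluorescence was read kinetically at 1 cycle/s for 180 s, with calcium rises flagged as agonism.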
TRHR PAM: qHTS for Small Molecule Agonists and Allosteric Enhancers of Human TRH Receptor: Primary Screen for Enhancers. Thyrotropin-releasing hormone receptor (Homo sapiens), P34981. TRHR cells, fluo-8 calcium fluorescence, EC20 TRH enhancement. enhancement, % at 2 µM. actives 0.66% (n = 360,000). AID 493056, 2011; in the data active = enhancement above about 30%; note: 0% is about no effect
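TRHR-expressing cells loaded with fluo-8 calcium dye were read kinetically (ex 480/em 530) during compound addition, then stimulated with an EC20 of TRH (10 nM final). Enhancement of the Gq-mediated intracellular calcium response was scored.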
An asterisk follows results filed as active; ? = inconclusive; . = not tested or not shown; & = joins results of further samples. An excerpt; count on the stated rates, not on these rows.

Every second line gives: RXFP1 ag	D2 antagonist	RXFP1 antag	D2 PAM	D2 agonist	D1 antagonist	D1 PAM	D1 agonist	TRHR PAM
CC(C)CNC(=O)c1ccccc1NC(=O)c1ccc(CN2CCOCC2)cc1
 : 0.9%	6	-6	0	-0.2	2	6	0	-4
COc1ccc(C(=O)NC2(C(F)(F)F)N=C3SCCN3C2=O)cc1 (configuration not stated)
 : -0.5%	.	-14	.	.	-1	1	2	3
O=C(CSc1nnc(NC(=O)c2ccco2)s1)Nc1ccccc1F
 : 0.9%	16	4	-3	1.0	-3	-2	3	0
O=C(NC1CCCCC1)C(c1ccccc1)N(Cc1ccc2c(c1)OCO2)C(=O)c1cnsn1 (configuration not stated)
 : -0.2%	-21	5	2	-1.9	-6	-7	3	-2
O=C(CCNc1cccc(C(F)(F)F)c1)c1ccco1
 : -0.1%	-6	2	-5	-2.5	-10	9	3	3
COc1ccc(NC2=NCCC2)cc1
 : 4.8%	11	-7	5	-2.4	2	-6	5	2
CCOC(=O)C1=C(O)/C(=C\c2cccs2)N=C1C
 : 3.7%	17	-5	-23	-0.3	7	0	0	1
CCc1cc(C(=O)c2ccc(C)cc2)c(NC(=O)CCl)s1
 : 0.3%	9	14	11	-2.6	5	-6	6	5
Cc1cc(N2CCCCC2)nc2ccccc12
 : 4.9%	-3	5	8	2.7	-7	-9	2	-4
Cc1cc(S(=O)(=O)N2CCC(NC(=O)C34CC5CC(CC(C5)C3)C4)CC2)ccc1-n1cnnn1
 : 0.2%	9	1	-8	0.7	-5	-4	3	-6
O=C(NNS(=O)(=O)c1ccc(F)cc1)C1CCN(Cc2cccc(F)c2)CC1
 : -0.8%	20	-22	-12	0.4	-3	-2	3	-3
O=C(COC(=O)c1ccncc1)Nc1cccc(Cl)c1
 : 3.1%	-2	-3	-4	1.0	0	14	3	-6
COc1ccc(CNC(=O)CC(NC(N)=O)c2ccccc2Cl)cc1OC (configuration not stated)
 : 2.0%	-9	0	-1	0.0	-7	-7	1	4
Cc1ccc(N(Cc2ccccc2)C(=O)c2cccc(S(=O)(=O)N3CC(C)OC(C)C3)c2)cc1 (configuration not stated)
 : -2.4%	7	5	-1	0.0	0	0	17	-11
O=[N+]([O-])c1ccc(-c2cnc[nH]2)cc1
 : -1.2%	-5	26	6	0.3	11	3	-1	6
CCC(=O)Nc1ncc2c(n1)CC(c1ccco1)CC2=O (configuration not stated)
 : -0.2%	-4	-2	-3	0.5	-5	8	-1	-18
O=C(CN(Cc1ccccc1)S(=O)(=O)c1ccccc1)N/N=C/c1ccccc1C(=O)O
 : -1.7%	30	-1	1	1.4	-2	-5	1	17
O=C(Nc1ccc([N+](=O)[O-])cc1)N1CCN(C(=O)C2CCCO2)CC1 (configuration not stated)
 : -2.0%	6	-9	-6	0.2	-3	5	1	-5
CCC(=NCCc1ccccc1)C1=C(O)CCC1=O
 : -0.2%	-5	-8	-17	49*	-15	1	2	-1
CCn1c2ccccc2n2c(=O)c(=O)n(CC(=O)Nc3ccc(C(C)C)cc3)nc12
 : 7.4%	-4	.	-1	-0.5	29	-6	4	0
O=C(CSc1nnc(-c2ccncc2)n1Cc1ccco1)Nc1ccccc1F
 : 6.9%	-8	-12	2	-1.8	-22	-4	3	1
CCn1c(SCC(=O)N2CCCCC2)nc2c1c(=O)n(C)c(=O)n2C
 : ?	1	-8	-13	0.1	3	1	2	-3
CCc1ccc(NC(=O)C(C)OC(=O)/C=C/c2cccc([N+](=O)[O-])c2)cc1 (configuration not stated)
 : 2.4%	-1	6	-5	-0.7	-27	-1	5	-10
Cc1ccc(NC(=O)N2CCN3CCCCC3C2)cc1C (configuration not stated)
 : -0.9%	.	-1	-2	0.5	-36*	-2	-1	0
O=C(c1cc(COc2ccc(F)cc2Cl)on1)N1CCSCC1
 : 0.1%	-12	0	-1	-0.1	-16	-3	1	3
C=CCSc1nnc(CNC(=O)c2ccccc2C)n1C(C)C
 : 1.7%	14	-5	-4	-0.7	9	-4	1	11
O=C(COc1ccccc1)NCCn1ccc2ccccc21
 : 1.2%	-1	4	-2	-0.2	16	-2	22	4
O=C(CSc1nnc(Nc2ccccc2)s1)Nc1cccc(S(=O)(=O)N2CCCCC2)c1
 : -0.5%	3	19	-3	0.5	-20	-6	9	-1
COc1ccc(NC(=O)COC(=O)C2C3CC4OC(=O)C2C4C3)cc1 (configuration not stated)
 : 0.0%	-18	4	-35	0.4	1	-7	1	-9
NC(=O)c1c(NC(=O)C2CCCO2)sc2c1CCC2 (configuration not stated)
 : 1.9%	-13	-1	11	-0.6	-11	-6	2	3
COc1ccc(COCC(O)CN2CCC(C(N)=O)CC2)cc1OC (configuration not stated)
 : -1.7%	1	1	7	-0.5	1	9	6	12
O=C(CSc1ccc(Cl)cc1)Nc1ccc(NC(=O)c2ccco2)cc1
 : 0.1%	18	-17	2	-1.2	6	1	8	26
CC1(C)Cc2nc3sc4c(SCC(=O)O)ncnc4c3cc2CO1
 : 7.0%	1	-6	0	0.7	9	1	1	3
N#Cc1ccc(C2=CC(=O)C[C@H](c3ccc(Cl)cc3)C2)cc1
 : 0.0%	-2	.	7	-2.2	.	0	-1	2
Cc1ccc(SCC(=O)N2N=CCC2c2ccccc2)cc1 (configuration not stated)
 : 1.1%	29	-3	-9	-1.6	.	-4	-2	-1
O=C(N1CCCCCC1)N1CCN(S(=O)(=O)N2CCCCC2)CC1
 : -0.4%	22	-9	.	-0.9	-16	-3	2	-3
COC(=O)c1ccc(NS(=O)(=O)c2ccc(SC)cc2)cc1
 : 0.9%	11	-16	-14	0.4	3	-6	20	-6
CCOC(=O)Cn1c(=O)c2c(nc(Br)n2Cc2ccc(Cl)cc2)n(C)c1=O
 : 2.6%	13	.	-7	0.2	-7	-5	6	0
COc1ccc(C2=C(C)C(N3CCN(c4ccc(OC)cc4)CC3)=NS2(=O)=O)cc1
 : 2.6%	.	10	0	.	10	0	0	1
CN1CCOc2ccc(S(=O)(=O)N3CCN(S(=O)(=O)c4c(F)cccc4F)CC3)cc21
 : 3.5%	.	.	.	.	7&-13	5&-1	1&-1	2&5
CCC1=C(c2ccc(C)cc2)S(=O)(=O)N=C1N1CCC(C(=O)NCCc2cccc(OC)c2)CC1
 : 0.1%	.	-23	2	-0.3	-23	-5	2	-4
O=C(c1ccc2c(c1)N(Cc1cccc(Cl)c1)C(=O)c1ccccc1S2(=O)=O)N1CCN(c2cccc(C(F)(F)F)c2)CC1
 : 1.7%	.	-20	-16	0.1	8	1	5	4
CC(Sc1nnc(NC2CCCCC2)s1)C(=O)Nc1ccc2c(c1)C(=O)c1ccccc1C2=O (configuration not stated)
 : 0.2%	-5	-11	14	-0.3	-5	1	-1	3
Cc1ccc(CSc2c(C)cnc3c2c(=O)n(C)c(=O)n3C)cc1
 : 2.2%	.	5	-2	0.2	.	-1	1	1
Cc1cc(C)c(OCC(=O)Nc2nnn(C)n2)c(Br)c1
 : 1.0%	0	2	-18	-1.6	3	-6	0	4
Cc1ccc(C)c(NC(=O)COC(=O)c2ccc3c(c2)OCCO3)c1
 : 1.3%	3	-14	-2	0.2	-3	0	5	-10
CC(=O)OCC1=C(C(=O)O)N2C(=O)C(NC(=O)CCn3nc(C)c(Cl)c3C)C2SC1 (configuration not stated)
 : -0.9%	10	-2	-7	0.0	2	3	2	6
COC(=O)/C=c1/s/c(=C(/C#N)C(=O)N2CCOCC2)n(-c2ccccc2)c1=O
 : -1.8%	0	3	20	-0.4	3	-2	1	2
CN1CCN(NC(=O)c2cccc(S(=O)(=O)N3CCCCCC3)c2)CC1
 : 0.1%	-1	3	27	0.7	4	5	0	0
COc1ccccc1N(CC(=O)NCCc1ccccc1)C(=O)CCC(=O)Nc1nccs1
 : 3.8%	6	-4	.	-3.0	-22	-6	-1	-3
N#CCSc1nnc(-c2sc3ccccc3c2Cl)o1
 : 4.6%	1	-8	8	-0.5	-4	-5	1	-1
O=C(O)c1cc(NCc2cc(O)ccc2O)ccc1O
 : .	.	.	.	.	1	10	4	2
COc1ccc(-n2c(Cc3cccn3C)nnc2SCC(N)=O)cc1
 : -2.0%	-3	5	-7	2.7	-3	1	0	-6
Cc1cc(=O)oc2cc(OCC(=O)N3CCN(C(=O)C4COc5ccccc5O4)CC3)c(Cl)cc12 (configuration not stated)
 : 0.3%	3	-17	12	0.2	10	-1	1	4
CCN(CC(=O)Nc1c(F)cccc1F)C(=O)COc1ccc2c(C)cc(=O)oc2c1
 : -1.3%	-29	-9	-11	7.5	6	5	10	-1
Cc1ccc(Cl)cc1N1CCN(c2nc3ccccc3c3nc(-c4cccnc4)nn23)CC1
 : 1.2%	.	.	-4	-0.5	16	-2	4	-1
Cc1cccc2cc3c(N)c(C(=O)N4CCc5ccccc54)sc3nc12
 : 4.6%	1	-3	7	28	-26	4	126*	13
COc1ccc2nc(N3CCOCC3)cc(C)c2c1
 : 0.1%	1	2	-2	0.2	0	-3	3	-3
CC1CCN(C(=O)COC(=O)c2n[nH]c3ccccc23)CC1
 : 0.8%	3	-9	1	-0.3	-6	-1	2	-7
O=C(c1ccc2c(c1)N(Cc1ccccc1F)C(=O)c1ccccc1S2(=O)=O)N1CCCC1
 : 1.7%&-1.7%	16	-3	5&-3	1.6&0.1	14&4	4&-3	2&1	-7&-7
CC1(c2ccc(Cl)cc2)NC(=O)N(CC(=O)NCCC2=CCCCC2)C1=O (configuration not stated)
 : 0.2%	-7	0	15	0.8	12	1	4	81*

Full records as entered above. Order of values: RXFP1 ag	D2 antagonist	RXFP1 antag	D2 PAM	D2 agonist	D1 antagonist	D1 PAM	D1 agonist	TRHR PAM
Record of COc1ccc2nc(N3CCOCC3)cc(C)c2c1 → 0.1%	1	2	-2	0.2	0	-3	3	-3
Record of Cc1ccc(C)c(NC(=O)COC(=O)c2ccc3c(c2)OCCO3)c1 → 1.3%	3	-14	-2	0.2	-3	0	5	-10

Screening data deposited in PubChem BioAssay by National Center for Advancing Translational Sciences (NCATS).
